PPC-1+TRAIL kill – kills PPC-1 cancer cells in the presence of TRAIL | PPC-1 cells + TRAIL, ATPLite viability luminescence | cell killing (% activity), % at 4 µM | 220,000 compounds, 0.41% hits;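 active = cell killing above 50% in the first pass at 4 µM, then a duplicate retest at 5 µM averaging 50% or more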;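 note: plate controls were cells with TRAIL plus DMSO for no effect and medium-only wells lacking cells for full effect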
Furin inh – blocks human furin protease activity. P09958. purified furin, fluorogenic substrate cleavage. inhibition, % at 30 µM. 220,000 compounds, 0.061% hits. AID 463115; in the data active = inhibition above about 25%; note: inactives centre near -15
TRPN1 ag – zebrafish TRPN1 (NompC) channel agonism; HEK293 zebrafish TRPN1-YFP, Fluo-8 calcium fluorescence; 100% = response to 87 µM carbachol; activation, % at 3 µM; 220,000 compounds, 0.18% hits; AID 1424;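 active = activation above its plate's cutoff, the mean activation of test wells on that plate plus 3 SD, cut at about 19% in these data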;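 note: 0% = DMSO alone and 100% = 87 µM carbachol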
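System: zebrafish TRPN1-YFP in HEK293 cells / Dosing: 3 µM single point / Timing: dye loading 1 h at 37 °C, then 30 min room temperature / Signal: Fluo-8 calcium fluorescence, excitation 470-495 nm, emission 515-575 nm / Read-out basis: percent activation from peak over basal fluorescence ratio, control-normalized / Control set: high carbachol 87 µM, low DMSO alone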
Cl transport mod – modulators of human KCC2 chloride dependent transport; KCC2 cells, thallium flux FluoZin-2 fluorescence; 190,000 compounds, 2.2% hits; B-score of Tl+ flux slope (higher = more flux/activation; lower = inhibition) at 10 µM; AID 1456;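 active = thallium flux slope and its plate-corrected score both differing from the plate sample mean at a set confidence after two filtering rounds, in either direction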;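 note: slope of fluorescence scaled to starting intensity during 10 to 20 s after thallium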
m-calpain inh – calpain II (pig) inhibition; purified calpain II, fluorogenic peptide substrate, 30 min; inhibition, % at 16 µM; 220,000 compounds, 0.37% hits; AID 1236;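 active = inhibition above about 50%, limit read from the data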
Tb hexokinase – T. brucei hexokinase 1 inhibition; recombinant TbHK1, G6PDH-coupled NADH A340; inhibition, % at 10 µM; 220,000 compounds, 0.11% hits;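 active = inhibition of 50% or more in the single-dose primary screen; inactive = inhibition below 50%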
Thrombin inh – inhibitors of human thrombin. inhibition, % at 5 µM. alpha-thrombin, Boc-VPR-AMC fluorogenic substrate cleavage. 220,000 compounds, 0.26% hits. AID 1046. P00734;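 active = inhibition at or above 40%; inactive = inhibition below 40%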;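 note: 0% = enzyme with no compound and 100% = wells without enzyme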
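System – human alpha-thrombin · Medium – pH 7.5 Tris (50 mM) with NaCl 150 mM, Tween 20 0.05% · Compound – single-point dosing at 5 µM, 0.2% DMSO · Incubation – enzyme reaction carried out at room temperature · Technique – fluorescence of released AMC, ex 355 nm, em 460 nm · Read-out basis – % inhibition of thrombin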
EBV gp42 inh – blocks Epstein-Barr virus glycoprotein 42 binding; Q1HVG2; Fluorescence polarization binding assay, mP read-out; AID 1085; inhibition, % (tested at 21.74 µM); 220,000 compounds, 0.42% hits; in the data active = inhibition above about 50%
Target sequence (Q1HVG2 whole entry, looked up): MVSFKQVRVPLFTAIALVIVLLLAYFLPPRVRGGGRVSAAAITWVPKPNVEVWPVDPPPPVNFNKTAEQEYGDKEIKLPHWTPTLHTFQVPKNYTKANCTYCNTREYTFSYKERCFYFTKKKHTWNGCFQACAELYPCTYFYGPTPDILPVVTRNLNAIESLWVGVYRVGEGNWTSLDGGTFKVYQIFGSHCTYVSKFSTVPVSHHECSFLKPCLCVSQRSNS
TRPML3 agonist – agonists of human TRPML3 channel; 220,000 compounds, 0.29% hits; activation, % at 3 µM; Q8TDD5; AID 1448; HEK293 TRPML3-YFP, Fluo-8 calcium fluorescence; 100% = the carbachol control signal;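 active = activation above its plate's cutoff, the mean activation of the plate's test wells plus 3 SD, cut at about 12% in these data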;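 note: 0% = DMSO only wells and 100% = carbachol wells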
Target sequence (Q8TDD5 whole entry, looked up): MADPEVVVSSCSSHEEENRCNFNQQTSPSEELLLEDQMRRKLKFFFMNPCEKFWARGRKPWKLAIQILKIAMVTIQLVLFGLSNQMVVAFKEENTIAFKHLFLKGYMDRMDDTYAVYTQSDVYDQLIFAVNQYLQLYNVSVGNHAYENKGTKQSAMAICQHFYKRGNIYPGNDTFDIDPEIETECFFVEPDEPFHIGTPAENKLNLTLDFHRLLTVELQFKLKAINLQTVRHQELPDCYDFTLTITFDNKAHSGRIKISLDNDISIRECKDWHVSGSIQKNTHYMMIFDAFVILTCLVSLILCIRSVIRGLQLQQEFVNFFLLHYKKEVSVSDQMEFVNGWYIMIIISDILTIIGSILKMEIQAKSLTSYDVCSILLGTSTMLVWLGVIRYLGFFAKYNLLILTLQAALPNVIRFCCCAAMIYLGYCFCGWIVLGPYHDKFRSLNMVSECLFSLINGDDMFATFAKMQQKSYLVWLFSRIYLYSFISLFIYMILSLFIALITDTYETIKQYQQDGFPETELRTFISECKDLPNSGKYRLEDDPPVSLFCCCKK
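Material: TRPML3-YFP stable HEK293 cells | Dosing: One concentration, 3 µM nominal, 0.3% DMSO | Timing: 125 s total fluorescence read per well | Technique: Fluo-8 calcium dye fluorescence, ex 470-495, em 515-575 nm | Measure: Percent activation from peak-to-basal fluorescence ratio, scaled between DMSO and carbachol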
The depositor's hits bear a star; [ ] = dose if it differs, or a comment.

Screening CCCC(=O)Nc1ccc(S(=O)(=O)N2CCCC2)cc1 returned PPC-1+TRAIL kill 10, Furin inh -9[20 µM], TRPN1 ag 2.6, Cl transport mod 0.56, m-calpain inh -24, Tb hexokinase -1, Thrombin inh 0, EBV gp42 inh -12 and TRPML3 agonist 1.6.
`Nc1nc(N2CCCCC2)nc2ccccc12` gave PPC-1+TRAIL kill 15, Furin inh -25, TRPN1 ag 0.3, Cl transport mod -1.2, m-calpain inh -229, Tb hexokinase -1, Thrombin inh -4, EBV gp42 inh -12 and TRPML3 agonist -0.2.
For COc1ccc(OCC(=O)NC(=S)Nc2ccc3c4c(cccc24)CC3)cc1 the results were PPC-1+TRAIL kill 12, Furin inh -10, TRPN1 ag 0.8, Cl transport mod 29*, m-calpain inh -2, Tb hexokinase 1, Thrombin inh 0, EBV gp42 inh -18 and TRPML3 agonist 1.0.
Screening Cn1c(=S)n(/N=C/c2ccc3c(c2)OCO3)c2ccccc21 returned PPC-1+TRAIL kill -20, Furin inh -16, TRPN1 ag 0.4, Cl transport mod -0.61, m-calpain inh 16, Tb hexokinase 15, Thrombin inh 2, EBV gp42 inh 14 and TRPML3 agonist 0.6.
For Cc1cc(C)nc(/N=C(\N)Nc2ccc(F)c([N+](=O)[O-])c2)n1 the results were PPC-1+TRAIL kill 25, Furin inh -7[20 µM], TRPN1 ag 6.1, Cl transport mod -0.0064, m-calpain inh -2, Tb hexokinase 1, Thrombin inh -2, EBV gp42 inh 3 and TRPML3 agonist 2.4.
For Cc1ccc(C)c(NC(=O)c2ccccc2Sc2ccc([N+](=O)[O-])cc2Cl)c1 the results were PPC-1+TRAIL kill 8, Furin inh 1, TRPN1 ag -0.3, Cl transport mod -0.31, m-calpain inh 38, Tb hexokinase 25, Thrombin inh -6, EBV gp42 inh 8 and TRPML3 agonist 0.8.
CCCc1cc(=O)n2[nH]c(NCc3ccccc3F)nc2n1 was read as PPC-1+TRAIL kill 4, Furin inh -25, TRPN1 ag 1.8, m-calpain inh -24, Tb hexokinase 2, Thrombin inh 5, EBV gp42 inh -15 and TRPML3 agonist 0.9.
`CCCCNCc1cc(OCC)c(OCC)cc1Br` gave PPC-1+TRAIL kill -16, Furin inh -23, TRPN1 ag 0.1, Cl transport mod 0.93, m-calpain inh -22, Tb hexokinase 0, Thrombin inh -2, EBV gp42 inh 2 and TRPML3 agonist 0.8.
COc1ccc(S(=O)(=O)N2CCC(C(=O)N3CCc4ccccc4C3)CC2)cc1OC was read as PPC-1+TRAIL kill 9, Furin inh -14, TRPN1 ag -0.7, Cl transport mod -2.5, m-calpain inh -25, Tb hexokinase -1, Thrombin inh 0, EBV gp42 inh 0 and TRPML3 agonist 0.6.
For O=C(NCc1ccccc1)C1CCN(S(=O)(=O)c2ccc(Cl)cc2)CC1 the results were PPC-1+TRAIL kill 5, Furin inh -18, TRPN1 ag 1.9, Cl transport mod -0.33, m-calpain inh 21, Tb hexokinase 6, Thrombin inh 2, EBV gp42 inh -4 and TRPML3 agonist 0.8.
Screening Cc1ccc(/C=N/NC(=S)N2CCOCC2)cc1 returned PPC-1+TRAIL kill 29, Furin inh -14, TRPN1 ag -2.0, Cl transport mod 32*, m-calpain inh 14, Tb hexokinase -11, Thrombin inh -3, EBV gp42 inh 3 and TRPML3 agonist 0.7.
For CCOc1ccc(CC2c3cc(OCC)c(OCC)cc3CCN2C(=O)CN2CCN(C)CC2)cc1OCC (stereo not drawn) the results were PPC-1+TRAIL kill 10, Furin inh -25, TRPN1 ag 1.3, Cl transport mod 0.77, m-calpain inh 9, Tb hexokinase 3, Thrombin inh -6, EBV gp42 inh -3 and TRPML3 agonist 0.0.
Screening CC(C)Cc1nnc(NC(=O)CCN2C(=O)c3ccccc3C2=O)s1 returned PPC-1+TRAIL kill 8, Furin inh -15, TRPN1 ag 0.4, Cl transport mod -0.38, m-calpain inh -4, Tb hexokinase -12, Thrombin inh -2, EBV gp42 inh -13 and TRPML3 agonist 0.1.
Cc1cccc(NC(=O)CNc2cc(C)ccc2C)c1 was read as PPC-1+TRAIL kill 7, Furin inh -18, TRPN1 ag 0.2, m-calpain inh -35, Tb hexokinase -5, Thrombin inh -5, EBV gp42 inh -5 and TRPML3 agonist -0.7.
COc1ccc(N=C2SCC(=O)N2Cc2ccccc2)cc1 was read as Furin inh -18, TRPN1 ag -1.8, Cl transport mod -0.58, m-calpain inh 5, Tb hexokinase -6, Thrombin inh -4, EBV gp42 inh 10 and TRPML3 agonist -1.1.

Next part (2 carried over from the part before).
Cc1cccc(NC(=O)CNc2cc(C)ccc2C)c1 was read as PPC-1+TRAIL kill 7, Furin inh -18, TRPN1 ag 0.2, m-calpain inh -35, Tb hexokinase -5, Thrombin inh -5, EBV gp42 inh -5 and TRPML3 agonist -0.7.
COc1ccc(N=C2SCC(=O)N2Cc2ccccc2)cc1 was read as Furin inh -18, TRPN1 ag -1.8, Cl transport mod -0.58, m-calpain inh 5, Tb hexokinase -6, Thrombin inh -4, EBV gp42 inh 10 and TRPML3 agonist -1.1.
`COc1ccc(N2CCN(C(=O)c3cccnc3)CC2)c([N+](=O)[O-])c1` gave PPC-1+TRAIL kill 17, Furin inh -5, TRPN1 ag 1.2, Cl transport mod 1.7, m-calpain inh -23, Tb hexokinase -2, Thrombin inh 0, EBV gp42 inh 8 and TRPML3 agonist 0.7.
`Cc1nn(C)c(Cl)c1C(=O)NC(C(=O)O)c1ccccc1` (stereo not drawn) gave PPC-1+TRAIL kill 2, Furin inh -16, TRPN1 ag 1.1, m-calpain inh -26, Tb hexokinase -5, Thrombin inh 1, EBV gp42 inh -6 and TRPML3 agonist 1.4.
For CCN(CC1COc2ccccc2O1)C(=S)NC1CC2CCC1C2 (stereo not drawn) the results were PPC-1+TRAIL kill -23, Furin inh -14, TRPN1 ag 2.0, Cl transport mod -1.1, m-calpain inh 25, Tb hexokinase 0, Thrombin inh -7, EBV gp42 inh -6 and TRPML3 agonist 1.4.
`CC(=O)NCCn1c(SCc2ccccc2C)nc2ccccc2c1=O` gave PPC-1+TRAIL kill 1, Furin inh -10, TRPN1 ag 0.0, Cl transport mod -0.13, m-calpain inh 19, Tb hexokinase -7, Thrombin inh -2, EBV gp42 inh -5 and TRPML3 agonist -0.1.
For COC(=O)c1ccc(CSc2cc(C)c3ccccc3n2)o1 the results were PPC-1+TRAIL kill -18, Furin inh -16, TRPN1 ag -1.3, Cl transport mod 0.94, m-calpain inh 3, Tb hexokinase -5, Thrombin inh -14, EBV gp42 inh 7 and TRPML3 agonist 0.3.
For CCOC(=O)N1CCC(N2Cc3cccc(C(=O)N4CCN(c5cccc(Cl)c5)CC4)c3C2=O)CC1 the results were Furin inh -20, TRPN1 ag -1.5, Cl transport mod -0.038, m-calpain inh -45, Tb hexokinase -8, Thrombin inh 2, EBV gp42 inh 5 and TRPML3 agonist -0.6.
c1ccc(C(c2nnnn2Cc2cccs2)N2CCN(C3CCCC3)CC2)cc1 (stereo not drawn) was read as PPC-1+TRAIL kill -1, Furin inh -12, TRPN1 ag 0.8, Cl transport mod 0.65, m-calpain inh -22, Tb hexokinase 40, Thrombin inh 5, EBV gp42 inh -10 and TRPML3 agonist 1.3.
Screening O=C(CCN1CCN(CC(=O)Nc2ccccc2F)CC1)Nc1ccccc1F returned PPC-1+TRAIL kill 0, Furin inh -20[20 µM], TRPN1 ag 0.0, Cl transport mod 0.8, m-calpain inh 4, Tb hexokinase 1, Thrombin inh -6, EBV gp42 inh -18 and TRPML3 agonist 0.4.
For COc1ccc(OC)c(NC(=O)CSc2nc(C)cs2)c1 the results were PPC-1+TRAIL kill 2, Furin inh -22[20 µM], TRPN1 ag -1.2, Cl transport mod 0.028, m-calpain inh -19, Tb hexokinase -4, Thrombin inh -8, EBV gp42 inh -24 and TRPML3 agonist -1.1.
`CC(C)Cc1nc2ccccc2[nH]1` gave PPC-1+TRAIL kill 0, Furin inh -15, TRPN1 ag 0.2, Cl transport mod 0.3, m-calpain inh -75, Tb hexokinase -8, Thrombin inh -11, EBV gp42 inh 0 and TRPML3 agonist 1.1.
`CCCOc1cccc(-c2nn(-c3ccccc3)cc2/C=C(\C#N)C(=O)NCCCn2ccnc2)c1` gave PPC-1+TRAIL kill 2, Furin inh -11, TRPN1 ag 0.1, Cl transport mod -0.78, m-calpain inh -25, Tb hexokinase -12, Thrombin inh -8, EBV gp42 inh -43 and TRPML3 agonist 0.2.
Cc1ccc2cccc(S(=O)(=O)Nc3ccc4c(c3)OCO4)c2n1 was read as PPC-1+TRAIL kill -4, Furin inh -20[20 µM], TRPN1 ag -1.5, Cl transport mod -0.05, m-calpain inh -34, Tb hexokinase 3, Thrombin inh -6, EBV gp42 inh 3 and TRPML3 agonist 0.9.
For C=C(C)CSc1nnc([C@@H]2CCCN2)o1 the results were PPC-1+TRAIL kill 2, Furin inh -13, TRPN1 ag 2.3, Cl transport mod 1.6, m-calpain inh -16, Tb hexokinase 9, Thrombin inh 1, EBV gp42 inh -19 and TRPML3 agonist 1.3.
For Cc1ccc(NC(=O)c2cc(NC(=O)C3CC=CCC3C(=O)O)ccc2N2CCOCC2)cc1Cl (stereo not drawn) the results were PPC-1+TRAIL kill 1, Furin inh -20[20 µM], TRPN1 ag 0.6, m-calpain inh -45, Tb hexokinase -10, Thrombin inh 3, EBV gp42 inh -15 and TRPML3 agonist 0.0.
For COC(=O)c1ccc(OCCOc2ccccc2)cc1 the results were PPC-1+TRAIL kill 15, Furin inh -6[20 µM], TRPN1 ag -0.5, m-calpain inh 27, Tb hexokinase -1, Thrombin inh -3, EBV gp42 inh -3 and TRPML3 agonist -0.2.
COc1ccc(C(=O)NCC(=O)N/N=C/c2c(C)[nH]c3ccccc23)cc1OC was read as PPC-1+TRAIL kill 14, Furin inh -13, TRPN1 ag -0.6, Cl transport mod 0.7, m-calpain inh 4, Tb hexokinase -38, Thrombin inh -1, EBV gp42 inh -16 and TRPML3 agonist 0.7.

Three entries already listed, arranged by number of heavy atoms, descending:
`CC(=O)NCCn1c(SCc2ccccc2C)nc2ccccc2c1=O` gave PPC-1+TRAIL kill 1, Furin inh -10, TRPN1 ag 0.0, Cl transport mod -0.13, m-calpain inh 19, Tb hexokinase -7, Thrombin inh -2, EBV gp42 inh -5 and TRPML3 agonist -0.1.
`Cc1nn(C)c(Cl)c1C(=O)NC(C(=O)O)c1ccccc1` (stereo not drawn) gave PPC-1+TRAIL kill 2, Furin inh -16, TRPN1 ag 1.1, m-calpain inh -26, Tb hexokinase -5, Thrombin inh 1, EBV gp42 inh -6 and TRPML3 agonist 1.4.
For COC(=O)c1ccc(OCCOc2ccccc2)cc1 the results were PPC-1+TRAIL kill 15, Furin inh -6[20 µM], TRPN1 ag -0.5, m-calpain inh 27, Tb hexokinase -1, Thrombin inh -3, EBV gp42 inh -3 and TRPML3 agonist -0.2.

Random draw from the library. Share with any hit: about 3.6%.
